Screening data from PubChem.
PMI inhibition = MPI inhibition at elevated mannose 6-phosphate – biochemical, fluorescence intensity, high mannose 6-phosphate, primary screen (AID 1220); recombinant PMI enzyme, coupled fluorescence intensity; higher % means a stronger effect; inhibition, % at 20 µM, or IC50 in µM where a hit was titrated; actives 0.66% (n = 190,000)
West Nile antiviral = West Nile virus antiviral activity, cell-based, CPE readout (AID 1621). West Nile virus-infected cells, CPE inhibition; higher % means a stronger effect. CPE inhibition, % at 10 µM; hits with a dose series show IC50 in µM. actives 0.02% (n = 290,000); in the data active = a potency from the dose series; inconclusive = CPE inhibition mostly from about 3.7% at the one dose, without a potency; inactive = the rest, 99 in 100 with CPE inhibition below about 2.2%; note: strong numbers were not always called active
TNAP activators = human TNAP enzyme activators, primary screen, biochemical, luminescent, no phosphate acceptor, uHTS (AID 1001) | activation fold at 20 µM, or EC50 in µM where a hit was titrated | actives 0.03% (n = 200,000) | purified TNAP, luminescent activation assay, no phosphate acceptor; higher activation fold means a stronger effect; in the data active = activation fold from about 3, or a potency from the dose series; inactive = the rest, 99 in 100 with activation fold below about 1.6; note: many of its hits are not listed in these tables
Large T inhibition = TAg ATPase/helicase activity blockers – biochemical (AID 1903) | SV40 large T antigen ATPase/helicase inhibition assay; higher % means a stronger effect | actives 0.39% (n = 310,000) | inhibition, % at 20 µM, or IC50 in µM where a hit was titrated; in the data active = a potency from the dose series; inconclusive = inhibition mostly from about 32% at the one dose, without a potency; inactive = the rest, 99 in 100 with inhibition below about 32%; note: strong numbers were not always called active
Salmonella PhoP GFP = PhoP-dependent GFP reporter repression – Salmonella Typhimurium, primary screen (AID 1863). actives 0.16% (n = 300,000). S. Typhimurium PhoP-regulated promoter GFP reporter, 4 h; higher % means a stronger effect. one-dose inhibition, % at 50 µM; IC50 in µM for titrated hits;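 active = inhibition over 29.93%, a cutoff 3 SD above the screen mean, later confirmed by dose response; inconclusive = inhibition over 29.93% but no dose response follow-up; inactive = inhibition at most 29.93% or unconfirmed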;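 note: 0% = low Mg2+ inducing control and 100% = high Mg2+ repressing control; strong numbers were not always called active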
PMI inhibitors = MPI enzyme activity inhibition – biochemical, fluorescence intensity, coupled assay, primary screen (AID 1209) | one-dose inhibition, % at 20 µM; IC50 in µM for titrated hits | purified PMI enzyme, coupled fluorescence intensity; higher % means a stronger effect | actives 0.42% (n = 190,000);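 note: plate controls were DMSO vehicle for no effect and wells lacking substrate for full effect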
Ins promoter up = MIN6 insulin promoter up-regulation | actives 0.3% (n = 190,000) | MIN6 insulin promoter-GFP reporter, high-content imaging; stronger effect = higher value | AID 1625 | z-score at 5 µM;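 active = z-score above 3 at 5 µM with at least 500 cells counted in the well; inconclusive = wells under 500 cells, flagged as cytotoxic or low count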
RSV CPE inhibition = RSV antiviral activity via CPE protection, HEp-2 cells, primary 10 µM value included (AID 2391). HEp-2 cells, RSV-induced CPE inhibition; higher % means a stronger effect. one-dose CPE inhibition, % at 10 µM; IC50 in µM for titrated hits. actives 0.13% (n = 310,000); in the data active = a potency from the dose series; inconclusive = CPE inhibition mostly from about 23% at the one dose, without a potency; inactive = the rest, 99 in 100 with CPE inhibition below about 21%; note: strong numbers were not always called active
CSM14.1 death rescue = protection against thapsigargin-triggered cell killing – 384-well, CSM14.1, ATP luminescence, primary screen (AID 1222). 190,000 tested, under 10 active. cellular ATP content (survival), % at 20 µM, or EC50 in µM where a hit was titrated. CSM14.1 thapsigargin-induced death rescue, ATP luminescence; higher % means a stronger effect;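 active = EC50 below 50 µM in the dose-response confirmation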;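 note: death triggered by thapsigargin at about 15 µM added after 2 h compound pretreatment; cell ATP read after overnight thapsigargin exposure of roughly 18 to 22 hours; normalized against plate controls of thapsigargin alone and 5% DMSO vehicle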
Ins promoter up cell count = second read-out of Ins promoter up, no call of its own (marks repeat the call); cell count; measured here: cytotoxicity, nuclei count;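 total cells summed across four imaged fields per well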
Numbers without * were called inactive; ? = inconclusive; . = not tested or not shown. Cut-off read from the data, not from the text of the source, unless noted: active = inhibition above about 50%; inactive = the rest.

SMILES	PMI inhibition	West Nile antiviral	TNAP activators	Large T inhibition	Salmonella PhoP GFP	PMI inhibitors	Ins promoter up	Ins promoter up cell count	RSV CPE inhibition	CSM14.1 death rescue
CCc1nnc(NC(=O)c2sc3nc4c(cc3c2N)CCCCC4)s1	-3%	0.7%	1.2	22%	1%	10%	-0.05	1484	16%	-4.3%
O=C(NCCO)/C(=C\c1ccco1)NC(=O)c1ccco1	.	-0.3%	.	12%	3%	.	.	.	0.8%	.
CCOC(=O)N1CCN(S(=O)(=O)c2ccc(C)cc2)CC1	.	0.3%	.	-8%	9%	.	.	.	2.0%	.
O=C(NC1CCCc2c1cnn2-c1cc(F)cc(F)c1)c1ccccn1 (stereo not given)	.	-1.6%	.	18%	-5%	.	.	.	1.2%	.
COCCn1nnnc1C(C(C)C)N(Cc1ccccc1)Cc1cc2cc(OC)ccc2[nH]c1=O (stereo not given)	4%	-0.4%	1	0%	12%	12%	1.5	783	.	-2.4%
CCNc1ccc(C(=O)NN=C2CCCC2)cc1[N+](=O)[O-]	16%	-0.2%	1	1%	-1%	10%	0.73	1130	1.9%	-1.4%
N#CCCN(C(=O)CSc1nc(-c2ccccc2)cn1N)c1ccc(F)cc1	0%	0.4%	1.1	2%	3%	-1%	-0.75	944	2.2%	0.0%
CC1CCCCC1NC(=O)CN1C(=O)COc2ccccc21 (stereo not given)	.	0.1%	.	14%	-6%	.	.	.	1.1%	.
CC(=O)c1ccc(S(=O)(=O)Nc2ccc(N3CCOCC3)cc2)cc1	.	-0.3%	.	10%	-8%	.	.	.	2.0%	.
CCCCSc1nc(N)c(NC(=O)c2ccco2)c(=O)[nH]1	7%	0.3%	1.1	5%	6%	3%	-0.11	1843	1.9%	-3.0%
O=C(NCC1CCCO1)c1ccc(CS(=O)(=O)Cc2ccc(F)cc2)o1 (stereo not given)	16%	0.2%	1	5%	-2%	13%	0.32	1552	0.6%	-0.3%
CC(C)(C)S(=O)(=O)c1cnc2c(-c3ccc(Cl)cc3)cnn2c1N	2%	-0.5%	1.1	1%	-2%	0%	-0.47	1680	5.3%	-0.7%
Cc1cccc2[nH]c(SCC(=O)N3CCOCC3)nc12	4%	0.3%	1	8%	2%	4%	-0.37	1535	1.0%	-0.2%
Cc1ccc(SCc2nnc(N)s2)cc1	-9%	0.0%	1.1	9%	4%	-8%	.	.	0.1%	-2.2%
CC(NC(=O)COc1cccnc1[N+](=O)[O-])c1ccc(F)cc1 (stereo not given)	.	-0.1%	.	5%	6%	.	.	.	0.3%	.

Structural class: the compounds so far with two or more sulfur atoms.
SMILES	PMI inhibition	West Nile antiviral	TNAP activators	Large T inhibition	Salmonella PhoP GFP	PMI inhibitors	Ins promoter up	Ins promoter up cell count	RSV CPE inhibition	CSM14.1 death rescue
CCc1nnc(NC(=O)c2sc3nc4c(cc3c2N)CCCCC4)s1	-3%	0.7%	1.2	22%	1%	10%	-0.05	1484	16%	-4.3%
Cc1ccc(SCc2nnc(N)s2)cc1	-9%	0.0%	1.1	9%	4%	-8%	.	.	0.1%	-2.2%

Next section.
SMILES	PMI inhibition	West Nile antiviral	TNAP activators	Large T inhibition	Salmonella PhoP GFP	PMI inhibitors	Ins promoter up	Ins promoter up cell count	RSV CPE inhibition	CSM14.1 death rescue
CC(C)(C)c1nnc(N/N=C/c2ccccc2)n(N)c1=O	0%	0.8%	1.6	18%	3%	14%	-0.1	1231	7.6%	1.1%
O=C(c1cc(-c2ccc(Br)cc2)on1)N1CCCC1	.	-0.8%	.	5%	2%	.	.	.	1.0%	.
COc1ccc(C2C(CC(=O)O)=C(Nc3ccccc3)C(=O)N2c2ccccc2)cc1 (stereo not given)	-4%	0.1%	1.1	4%	-2%	-10%	0.35	1374	1.6%	-11%
Cc1ccc(-c2c(C(=O)NNC(=S)NCC3CCCO3)csc2C)cc1 (stereo not given)	-11%	-0.3%	2.5	5%	4%	-14%	0.08	1434	1.5%	-0.1%
C[C@@H](Oc1ccccc1)c1nnn(Cc2ccccc2)c1-c1c([C@@H](C)Oc2ccccc2)nnn1Cc1ccccc1	.	-0.3%	.	15%	3%	.	-0.74	894	-0.9%	.
CN(C)CC#CCC(O)(c1ccccc1)C1CCCCC1 (stereo not given)	.	-0.7%	.	6%	-3%	.	.	.	-0.5%	.
Cc1nc(C)c(C(=O)Nc2cccc(C)c2C)o1	13%	2.7%	1.2	-2%	0%	19%	.	.	0.8%	.
CCN(CC)CCOc1ncnc2c1oc1ccccc12	-6%	-0.6%	1	0%	-10%	-9%	-0.1	1199	-2.3%	0.2%
Cc1ccccc1C(=O)Nc1c2c(nn1C(C)(C)C)CS(=O)(=O)C2	.	0.5%	.	8%	-2%	.	.	.	0.4%	.
CC(Cl)C(=O)c1ccc2c(c1)CCN2C(=O)C1CC1 (stereo not given)	-26%	-0.2%	1.1	10%	6%	-27%	-0.36	1196	3.5%	1.8%
Cc1c(NC(=O)c2ccco2)cccc1-c1nc2cccnc2s1	-14%	-0.1%	0.9	7%	3%	-1%	-0.36	1374	2.8%	-0.7%
Clc1ccc(OCc2nc(-c3ccccn3)no2)c(Br)c1	6%	-0.5%	1.1	1%	-5%	9%	-0.67	1546	8.2%	.
CCC(COC(=O)Nc1cccc(C)c1C)NC(=O)OCC(C)C (stereo not given)	-3%	-1.3%	1	-7%	24%	1%	1.6	1315	0.8%	-3.5%
O=C1CCCCCN1Cc1nnc(SCc2nc3ccccc3s2)n1-c1ccccn1	-1%	-0.8%	1.1	8%	-12%	-10%	-0.44	895	0.2%	-3.6%
O=C(NCc1ccc(F)cc1)C(c1ccccc1)N(CC1CCCO1)C(=O)Cn1nnc2ccccc21 (stereo not given)	1%	-0.8%	1.1	-2%	6%	3%	.	.	2.3%	-5.4%
COc1ccc2c(c1)c(CC(=O)Nc1ccc(C)cc1)c(C)n2C(=O)c1ccc(Cl)cc1	11%	-0.5%	1.1	5%	0%	8%	-0.9	848	-0.1%	-0.9%
Cc1c(Cl)c([N+](=O)[O-])nn1Cc1ccc(C(=O)Nc2ccc(Cl)cn2)o1	0%	-1.9%	1	5%	1%	15%	.	.	3.2%	-0.8%
O=C(Nc1nccs1)NC1CCCCC1	0%	-0.8%	1.1	-1%	-5%	-3%	0.18	1532	1.4%	1.1%
CCO[C@@H]1OC(C(=O)N2CCN(Cc3ccccc3)CC2)=C[C@H](c2csc3ccccc23)[C@H]1CCCO	8%	0.0%	1	1%	-5%	14%	-0.05	1185	-0.4%	9.1%
CCOC(=O)c1sc(NC(=O)CCN2CCCCCC2)c(C(=O)OCC)c1C	-6%	-0.4%	1	8%	7%	-4%	-0.69	1197	0.5%	-0.7%
O=C(NCc1ccc(F)cc1)C(c1ccco1)N(C(=O)c1csnn1)c1ccccc1 (stereo not given)	.	-0.2%	.	8%	3%	.	.	.	0.8%	.
Cc1ccc(Cl)cc1NC(=S)NN	.	-0.5%	.	9%	9%	.	0.35	1088	2.5%	.
CC(=O)OCC(=O)Nc1ccccc1C	-24%	0.0%	1.1	14%	5%	-29%	0.21	1253	-0.4%	0.1%
S=C(NCC1CCCO1)Nc1ccc(Cl)c(Cl)c1 (stereo not given)	-1%	1.4%	1.1	14%	-4%	1%	-0.48	1563	?	-2.9%
O=C(CSc1nnc(Cc2ccccc2)o1)Nc1ccc2c(c1)OCO2	-2%	0.3%	1.1	4%	16%	-3%	1.6	870	-2.6%	3.0%
COc1ccc(C(C(=O)NC2CCCC2)N(C(=O)c2ccoc2C)c2ccc(C)c(C)c2)cc1 (stereo not given)	3%	-1.6%	1.2	4%	5%	18%	-1.7	1308	7.8%	-0.8%
Cc1ccc(C(=O)N/C(=C\c2ccco2)C(=O)NCCCN2CCOCC2)cc1C	.	-0.3%	.	-4%	10%	.	.	.	0.1%	.
O=[N+]([O-])c1ccccc1CN1CCN(Cc2ccc3ccccc3c2)CC1	.	-0.8%	.	7%	-4%	.	.	.	7.8%	.
COc1cccc(CN(C)CC2CCCN(CCc3ccccc3C)C2)c1 (stereo not given)	.	-0.3%	.	5%	-2%	.	.	.	-1.6%	.
O=S(=O)(c1cnc(Cl)c(Br)c1)N1CCN(c2ncccn2)CC1	.	1.6%	.	11%	0%	.	-0.5	1326	0.4%	.
Cc1cc(Cl)ccc1OCC(=O)N[C@@H](Cc1ccccc1)c1nc2ccccc2[nH]1	-6%	-0.8%	1.1	10%	-16%	-1%	0.48	1526	-0.2%	0.5%
C=CCC1(CC=C)CCCN1C(=O)c1cc(COc2ccccc2SC)on1	.	-1.2%	.	11%	-5%	.	.	.	5.1%	.
CCOc1ccccc1OCCCC(=O)Nc1nc2ccccc2[nH]1	-9%	-0.2%	1.1	6%	-4%	-19%	0.15	1160	-1.7%	-1.7%
CC(C)c1ccc(N(C(=O)c2snc(C(N)=O)c2N)C(C(=O)NC2CCCC2)c2ccncc2)cc1 (stereo not given)	.	-1.0%	.	23%	5%	.	.	.	3.4%	.
O=C(Nc1ccccc1)c1ccccc1O	15%	-1.2%	1	14%	4%	3%	-0.47	1128	3.9%	-1.6%
CCOc1ccc(N2C(=O)c3ccc(C(=O)OCC(=O)N(CC)C4CCS(=O)(=O)C4)cc3C2=O)cc1 (stereo not given)	18%	0.0%	1.1	8%	6%	18%	0.23	1284	3.0%	0.9%
Cc1cc(C)cc(NC(=O)NCc2ccccn2)c1	.	0.1%	.	6%	-6%	.	.	.	3.5%	.
Cc1nc([N+](=O)[O-])cn1CC(=O)c1ccc(Cl)cc1	.	-0.7%	.	25%	4%	.	.	.	1.3%	.
CC1(C)CC2CC(C)(CN2S(=O)(=O)c2ccc(C(=O)Nc3cc(S(=O)(=O)N4CCOCC4)ccc3Cl)cc2)C1 (stereo not given)	17%	-2.0%	1.1	5%	15%	5%	-0.21	1097	4.0%	12%
Cn1c(N/N=C/c2ccccc2)nc2sc3c(c2c1=O)CCC3	9%	0.1%	1.2	22%	-1%	8%	-0.19	1425	11%	-0.7%
CC(C)(C)C1(C)OC(C(=O)NC2CCCCC2)C(C(=O)NC2CCCCC2)O1 (stereo not given)	-2%	-0.8%	1.1	28%	3%	8%	-0.95	1566	0.9%	-1.1%
O=S1(=O)CC/C(=N\Nc2ccccc2)c2ccsc21	-82%	-1.2%	1.1	12%	-11%	-61%	-1.5	1516	-3.6%	-0.8%
CC(O)C1C(=O)OC2(C)CC(C)(C)NC(=S)N12 (stereo not given)	3%	0.2%	1.1	6%	-6%	2%	0.25	1176	0.0%	0.5%
O=C(CN(C(=O)CCC(=O)Nc1ccccn1)c1cccc(F)c1)NCc1ccc(F)cc1	.	-0.9%	.	23%	-1%	.	.	.	0.3%	.
O=C(NCCCN1CCCC1=O)c1cccc(S(=O)(=O)N2CCN(c3ccc(F)cc3)CC2)c1	.	-1.7%	.	8%	5%	.	.	.	1.4%	.
CCc1ccc(N2C(=O)c3cc(N4CCOCC4)c([N+](=O)[O-])cc3C2=O)cc1	-7%	-0.4%	1	5%	-13%	-8%	0.05	1443	0.6%	0.7%
